RAD52 anneal inh: RAD52 DNA annealing inhibitors, primary screen, biochemical, FRET, single point, set 2; DNA repair protein RAD52 homolog (Homo sapiens), P43351; recombinant RAD52 DNA annealing, FRET fluorescence; inhibition, % at 18.7 µM; hit rate 0.46% among 360,000;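 active = every replicate showing at least 50% inhibition; inconclusive = mean inhibition at least 50% but not in every replicate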
Target sequence (P43351 whole entry, looked up): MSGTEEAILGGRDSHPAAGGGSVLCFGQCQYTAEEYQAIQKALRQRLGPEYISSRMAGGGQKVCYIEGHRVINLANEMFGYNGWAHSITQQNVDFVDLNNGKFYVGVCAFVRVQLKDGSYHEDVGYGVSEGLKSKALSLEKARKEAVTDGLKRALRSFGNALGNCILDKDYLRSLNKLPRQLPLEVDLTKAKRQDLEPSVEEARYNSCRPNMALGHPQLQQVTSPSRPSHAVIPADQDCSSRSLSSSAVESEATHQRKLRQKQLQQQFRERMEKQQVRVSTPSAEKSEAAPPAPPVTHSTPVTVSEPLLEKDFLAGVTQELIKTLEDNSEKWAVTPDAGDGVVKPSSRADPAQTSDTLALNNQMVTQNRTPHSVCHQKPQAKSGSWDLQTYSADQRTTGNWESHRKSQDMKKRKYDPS
ERAP1 HTS inh: human ERAP1 aminopeptidase inhibitors, primary screen, biochemical, single point, plate reader; Endoplasmic reticulum aminopeptidase 1 (Homo sapiens), Q9NZ08; recombinant ERAP1, Leu-AMC fluorescence, 60 min; inhibition, % at 10.7 µM; hit rate 0.15% among 340,000; AID 652197, 2013;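 active = mean replicate inhibition of at least 30%, or all replicates individually reaching that 30% level; inactive = mean below 30% and not every replicate reaching it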;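 note: 0% = neutral control wells and 100% = L-leucinethiol positive control wells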
S100A4 MyoIIA: inhibitors of S100A4-myosin IIA peptide binding, primary screen, biochemical, fluorescence polarization, TAMRA-MyoIIA peptide; Protein S100-A4 (Homo sapiens), P26447; inhibition, % at 10.7 µM; hit rate 0.14% among 360,000;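 active = mean inhibition of at least 70% across replicates, with every replicate also reaching that level; inconclusive = mean inhibition reaches 70% but some replicates fall short; inactive = mean inhibition below 70%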
Target sequence (P26447 whole entry, looked up): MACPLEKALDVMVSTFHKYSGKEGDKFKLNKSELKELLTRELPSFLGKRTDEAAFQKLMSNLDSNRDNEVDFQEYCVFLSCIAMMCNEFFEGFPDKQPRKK
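Material: S100A4 monomer protein / Buffer or medium: 50 mM HEPES pH 7.2, 10 mM CaCl2, 100 mM KCl / Times: 5 min incubation before reading / Benchmarks: neutral control DMSO, positive control TFP / Reagent: labelled myosin peptide probe, 5 nM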
E-sel inducer: E-selectin induction in HUVECs, primary screen, imaging, HUVEC, immunofluorescence imaging, single point. P16581. hit rate 0.37% among 260,000. normalized: neutral wells 0, TNF-alpha wells 100. activation, % at 7.58 µM;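 active = mean E-selectin-positive cell signal at least 10% of the positive control, reached in at least 60% of replicates, without over 20% cell loss; inconclusive = no rule given, readout overlaps actives, possibly toxicity-flagged; inactive = the rest, including those meeting only one limit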;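 note: in these data hits start at about 27%; measured in HUVEC primary endothelial cells; signal is the percent of cells scored E-selectin positive by PE staining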
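System: HUVEC, human umbilical vein endothelial cells; quantity: 3,000 cells/well; buffer or medium: EGM-2 medium, gelatin-coated wells; dosing: single-point compound dose; detection: immunofluorescence imaging; evaluation: % PE-positive cells; benchmarks: TNF-alpha, DMSO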
esBAF inh: Bmi1 luciferase reporter increase in mESCs, primary screen, esBAF inhibitor project, mouse ES cells, Bmi1 luciferase knock-in, single point | 24 h; 100% = twice the neutral-well signal | reporter increase, % at 12.5 µM | hit rate 2% among 350,000 | AID 602393, 2012; in the data active = activation above about 40%; inconclusive = no clear call, values can overlap the other calls;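 note: 0% = median of the plate's neutral control wells and 100% = double that signal; a rise in the Bmi1 reporter signal indicates esBAF inhibition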
RAD54 branch: inhibitors of human RAD54 branch migration, primary screen, biochemical, fluorescence, single point; RAD54 Holliday junction branch migration, FAM/BHQ fluorescence; DNA repair and recombination protein RAD54-like (Homo sapiens), Q92698; inhibition, % at 10.4 µM; hit rate 0.14% among 360,000;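 active = mean normalized replicate activity at least 40 and at least half of replicates scoring 40 or more; inconclusive = only one of the two criteria met; inactive = mean below 40 and under half of replicates reaching 40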;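 note: 0% = median of neutral control wells and 100% = median of positive control wells; inhibitors cause a drop in the FAM fluorescence signal; in these data hits start at about 50%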
XiGFP reactiv: activators of inactive X chromosome reactivation, primary screen, imaging, XiGFP fibroblasts, GFP high-content imaging, set 2; XiGFP mouse fibroblasts, % GFP-positive cells imaging, 3 d; cells co-treated with 5-aza-dC sensitizer; scaled so ellipticine positive control = 100%; activation, % at 7.58 µM; hit rate 0.055% among 360,000; AID 743238, 2013;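 active = mean normalized replicate activation at least 10% and every replicate at or above 10%; inconclusive = only one of the two criteria met; inactive = mean below 10% and not all replicates reach 10%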;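 note: 0% = median of on-plate neutral control wells and 100% = ellipticine 6 µM median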
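System: 68-5-11 XiGFP fibroblast line | Buffer or medium: DMEM containing 5-aza-dC | Compound: Single point | Times: Compounds 3 days, fix/stain 15 min at room temperature | Benchmarks: Positive control ellipticine, 6 µM final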
ERp5 inh: inhibitors of ERp5-driven insulin aggregation, primary screen, biochemical, turbidity, absorbance 650 nm, single point | Protein disulfide-isomerase A6 (Homo sapiens), Q15084 | 90 min | inhibition, % at 9.99 µM | hit rate 0.05% among 350,000;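 active = mean replicate inhibition above about 25%, with every replicate also reaching it, limit read from the data, passing the limit was not always enough; inconclusive = only one of those two criteria met; inactive = neither criterion met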
Target sequence (Q15084 whole entry, looked up): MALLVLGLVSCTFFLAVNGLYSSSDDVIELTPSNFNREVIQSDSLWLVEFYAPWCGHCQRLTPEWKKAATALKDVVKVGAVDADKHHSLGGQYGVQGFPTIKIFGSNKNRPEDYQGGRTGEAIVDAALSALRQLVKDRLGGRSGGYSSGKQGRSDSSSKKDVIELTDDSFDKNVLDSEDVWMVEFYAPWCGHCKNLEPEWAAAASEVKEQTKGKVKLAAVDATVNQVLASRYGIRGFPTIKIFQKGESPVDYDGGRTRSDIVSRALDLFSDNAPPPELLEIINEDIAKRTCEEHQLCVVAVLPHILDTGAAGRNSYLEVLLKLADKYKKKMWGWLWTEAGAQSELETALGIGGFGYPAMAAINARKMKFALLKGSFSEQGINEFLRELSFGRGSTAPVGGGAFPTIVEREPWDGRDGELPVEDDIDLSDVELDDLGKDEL
* hit, by the source's call; ? = inconclusive; . = no result given; & = joins results of further samples.

SMILES	RAD52 anneal inh	ERAP1 HTS inh	S100A4 MyoIIA	E-sel inducer	esBAF inh	RAD54 branch	XiGFP reactiv	ERp5 inh
Cc1ccc(OCc2ccc(C(=O)NNC(=S)NCC3CCCO3)o2)c([N+](=O)[O-])c1 (stereo unspecified)	-7	5	43	.	-4	-3	0.2	-1
CCOc1ccc(CCNC(=O)COC(=O)/C=C/c2ccc(OCC#N)c(OC)c2)cc1OCC	0	-1	-1	.	0	0	0.0	-1
Cc1ccc(CNC(=O)CN2c3cccc4cccc(c34)S2(=O)=O)cc1	-11	-4	-5	.	1	.	0.2	-9
O=S(=O)(c1ccccc1)N(CC(O)CN1CCCC1)c1ccccc1 (stereo unspecified)	-38	2	1	0.1	-3	-6	0.1	1
Cc1noc(C)c1NC(=O)Nc1cccc2c1O[C@@H](CN(C)S(=O)(=O)c1cn(C)cn1)[C@@H](C)CN([C@H](C)CO)C2=O	5	0	-6	-0.1	1	5	0.2	-3
COc1cccc(Nc2ncnc3c2cnn3C)c1	-6	0	0	.	4	-1	.	-7
CCOC(=O)c1csc(NC(=O)c2cccs2)n1	-4	1	2	0.0	53*	4	0.1	3
COc1ccccc1NC(=O)c1cc(C(=O)Nc2ccccc2OC)n(C)n1	-17	0	1	.	.	.	0.0	.
C=CCn1c(C)cc(C2=NNC(=NCC)SC2)c1C	15	4	-3	0.2	.	.	0.0	6
CC(=O)Nc1ccc(N2CCN(Cc3ccccc3)CC2)cc1	-10	-2	-5	0.2	-4	5	0.0	2
C[C@H]1CN([C@@H](C)CO)C(=O)Cc2cc(NS(=O)(=O)c3ccc(Cl)cc3)ccc2O[C@@H]1CN(C)S(=O)(=O)c1cn(C)cn1	-5	0	6	0.0	4	3	-0.9	-6
O=S(=O)(c1ccccc1)c1nc(-c2ccco2)oc1NCCN1CCOCC1	-11	-2	5	.	-3	-13	.	-1
O=C1CC(c2cc(-c3ccccc3)no2)C1	5	2	-9	0.1	38	1	0.1	-2
Cc1noc(C)c1NC(=O)N(C)C[C@H]1Oc2ccc(N(C)C)cc2CC(=O)N([C@@H](C)CO)C[C@H]1C	-4	-2	57	-0.1	-2	5	-0.2	-4
O=C(CNC(=O)c1ccccc1O)N/N=C/c1ccccn1	-24	-3	2	.	.	.	0.0	0
CC(C)c1ccc(CNNC(=O)c2ccccc2)cc1	-8	-3	-1	0.5	70*	-7	0.3	5
CCOC(=O)[C@H]1[C@H]2COc3ccccc3[C@@H]2N2C(=O)CN(CC3CCCO3)C(=O)[C@@]12C (stereo partly specified)	33	2	2	0.1	2	2	0.2	-2
Cc1ccn2cc(CCNC(=O)Cc3cccs3)nc2c1	-6	1	-4	.	2	-7	-0.1	-4
CO[C@@H]1CN(C)C(=O)c2cc(NC(=O)NC3CCCCC3)ccc2OC[C@@H](C)N(C)C[C@@H]1C	5	.	-5	-0.1	7	4	0.0	5
O=S(=O)(Nc1ccc(N2CCCCC2)cc1)c1ccc(F)c(F)c1	-25	-1	-8	0.5	3	.	0.0	6
C[C@H](CO)N1C[C@H](C)[C@@H](CN(C)C(=O)Nc2ccc(C(F)(F)F)cc2)Oc2ccc(NC(=O)Nc3ccc(C(F)(F)F)cc3)cc2C1=O	-1&-15	-2	-12&-4	0.6&0.2	1	-6	0.3&-0.3	-4&4
CCN(CC)C(=O)COc1ccc2c(-c3ccccc3)cc(=O)oc2c1	-10	-1	1	.	0	0	0.0	0
O=C(c1ccc(NS(=O)(=O)c2cccc(F)c2)cc1)N1CCCC1	-11	1	16	0.6	4	0	-0.1	4
COC1CCCN(Cc2nc(Cc3ccccc3F)no2)C1 (stereo unspecified)	-9	2	-3	.	4	3	0.0	1
Cc1cc(OC(C(=O)O)c2ccccc2)c2c(C)c(Cc3ccccc3)c(=O)oc2c1 (stereo unspecified)	-3	5	-5	.	-9	-16	-0.7	4

The list goes on.
SMILES	RAD52 anneal inh	ERAP1 HTS inh	S100A4 MyoIIA	E-sel inducer	esBAF inh	RAD54 branch	XiGFP reactiv	ERp5 inh
Cc1c(C)c2ccc(O)c(CN3CCN(C)CC3)c2oc1=O	27	31*	4	.	-3	10	0.0	-3
CCOC(=O)C1CCN(C(=O)C2CCN(S(=O)(=O)N3CCC4(CC3)OCCO4)CC2)CC1	-22	-2	-1	.	-7	1	0.0	-4
COc1ccc(-c2nc(CS(=O)CC(=O)NCc3ccco3)c(C)o2)cc1OC (stereo unspecified)	-16	4	-2	-0.4	-2	2	0.3	1
C[C@H](CO)N1C[C@H](C)[C@@H](CN(C)C(=O)c2cnccn2)Oc2cc(C#CCC3CCCC3)ccc2S1(=O)=O	-4&-2&11	14&-1&1	-4&-13&-100	-0.2&0.2	3&12&13	3&-10&-1	0.0&0.1	9&-6&0
Cc1ccc(-c2nnc(Nc3ccc(CC(N)=O)cc3)c3ccccc23)cc1S(=O)(=O)NCCO	-3	2	6	.	-1	19	0.2	0
CN(C)CC(=O)N1[C@H](CO)[C@@H](c2ccc(-c3ccccc3F)cc2)[C@@H]1C#N	-41	1	6	-0.3	3	4	0.1	0
NCCS(=O)(=O)O	-70	1	-16	0.0	-7	-6	0.4	2
COc1cccc(-c2ccc([C@@H]3[C@H]4CN(Cc5cncnc5)CCCCN4[C@H]3CO)cc2)c1	.	.	.	-0.1	-1	-4	0.0	.
O=[N+]([O-])c1ccc(O)c(C=NNc2ccc(S(=O)(=O)O)cc2)c1	-12	5	1	-0.2	2	-17	0.4	-2
Cc1ccnc(NC(=O)CN2C(=O)c3ccccc3S2(=O)=O)c1	-7	-2	-4	.	-12	17	0.0	10
O=S1(=O)N=C(N/N=C/c2cccs2)c2ccccc21	-12	4	-4	.	-2	-3	0.0	7
Cc1ccc(Nc2nc(N)c([N+](=O)[O-])c(NCc3ccccc3)n2)cc1	-8	6	3	0.0	.	1	0.0	-5
CC(=O)N(c1cccc(C)c1)S(=O)(=O)c1ccc(Cl)cc1	-7	2	2	.	-6	-12	0.1	1
COC(=O)N(C)C[C@H]1OCc2ccccc2-c2c(n(C)c3ccccc23)C(=O)N([C@H](C)CO)C[C@@H]1C	11	-2	6	-0.3	3	-4	-0.2	-9
OC(COc1ccc(Cl)cc1)CN1CCN(c2ccccn2)CC1 (stereo unspecified)	-7	-2	-6	-0.1	.	.	0.0	-2
Cc1noc(/C=C/N(C)C)c1S(=O)(=O)N1CCCC(C(=O)NCc2cccs2)C1 (stereo unspecified)	-152	4	1	.	-3	2	0.4	0
CO[C@H]1CN(C)C(=O)c2ccc(NC(=O)C3CC3)cc2OC[C@H](C)N(C)C[C@@H]1C	13	-5	-12	0.3	-25	1	-0.3	3
NC(=O)C1CCN(C(=S)NCc2ccc3c(c2)OCO3)CC1	-8	-1	0	.	-6	-8	0.0	2
Cc1ccc(C(=O)Nc2ccncc2)cc1S(=O)(=O)N1CCCCC1	-2	0	15	-0.2	1	-3	0.0	6
CC(C)N(Cc1ccccc1)C(=O)Cn1c(=O)cnc2ccccc21	-5	2	-1	.	.	5	1.9	4
O=C1CN(S(=O)(=O)c2ccccc2Cl)CCN1	-1	-1	-4	0.2	2	-15	0.1	-1
Cc1ccc(S(=O)(=O)Nc2nc3ccc(N)cc3s2)cc1	-9	2	-3	-0.2	0	1	0.2	0
C/C(=N/Nc1ccc([N+](=O)[O-])cc1)c1c[nH]c2ccccc12	-9	2	-6	.	58*	1	3.8	1
COc1ccc(N2CC(C(=O)Nc3ccc(S(=O)(=O)N4CCCC4)cc3)CC2=O)cc1 (stereo unspecified)	-22	0	3	0.0	-4	0	0.1	2
COc1ccccc1-c1ccc([C@@H]2[C@@H](C#N)N(C(=O)NC3CCCC3)[C@@H]2CO)cc1	-78	2	11	0.1	.	.	0.0	-4

Next part.
SMILES	RAD52 anneal inh	ERAP1 HTS inh	S100A4 MyoIIA	E-sel inducer	esBAF inh	RAD54 branch	XiGFP reactiv	ERp5 inh
O=C(CCC(=O)N1CCN(c2ccccc2F)CC1)c1ccc(Cl)s1	-44	5	-15	.	0	0	0.1	8
O=C(NCCNC(=O)c1ccccn1)c1cccc(F)c1	-9	-6	-2	0.0	-1	-5	-0.1	6
CCNc1nc(SCCOc2ccc(Br)cc2)nc(N(C)C)n1	-5	8	-2	-2.2	-4	.	0.1	-4
CCC1CCCCN1C(=O)/C=C/c1ccc2c(c1)OCO2 (stereo unspecified)	-10	-2	-1	1.0	8	8	-0.1	0
O=C(CN1CCOCC1)NCC[C@H]1CC[C@H](NS(=O)(=O)c2ccc(F)cc2)[C@@H](CO)O1	2	0	2	-1.1	-1	-2	-0.3	-4
N=C1C(c2ccccc2)=C(O)CN1c1cccc(O)c1	-8	5	5	.	.	.	0.7	-3
O=C(c1cc(-c2ccccc2)nn1CC1CC(c2cccnc2)=NO1)N1CCOCC1 (stereo unspecified)	.	.	.	-0.1	-1	-7	0.1	.
COCC#Cc1cnc2c(c1)C(=O)N([C@H](C)CO)C[C@H](C)[C@@H](CN(C)C(=O)c1ccc3c(c1)OCO3)O2	3	0	-2	-0.2	1	0	-0.6	-5
Cc1ccc(NC(=O)COC(=O)c2cccnc2Cl)cc1S(=O)(=O)N1CCOCC1	-14	-1	-4	.	-7	-1	4.7	-1
CCOC(=O)c1c(C)nn(-c2ccc(NC(=O)/C=C/C(=O)O)cc2)c1C	-12	.	-5	.	.	10	0.0	5
O=C1CN(C(=O)N[C@@H](Cc2ccccc2)C(=O)N[C@H](Cc2ccccc2)C(=O)O)c2ccccc2N1	-10	-1	1	.	10	-3	.	2
COc1ccc(/C=C/C(=O)Nc2cccc(F)c2)cc1S(=O)(=O)N1CCOCC1	-5	-5	-22	12	10	-1	0.1	1
COC(=O)c1cc(-c2cccs2)nn1-c1ccccc1	-7	0	4	.	.	.	0.1	1
COc1cc(/C=C/C(=O)OCC(=O)NC2CCS(=O)(=O)C2)ccc1OC(F)F (stereo unspecified)	-6	-1	-19	.	-6	1	0.1	10
C[C@H]1CN([C@@H](C)CO)C(=O)c2cccc(NC(=O)c3ccc(-c4nccs4)cc3)c2O[C@H]1CN(C)Cc1ccncc1	-4	0	-4	?	1	-6	-0.1	-3
CCc1ccc(CNC(=O)Cc2ccc(NC(=O)C3=C(C)OCCS3)cc2)cc1	-5	2	-2	.	21	-9	0.6	3

Random excerpt: two compounds from above.
SMILES	RAD52 anneal inh	ERAP1 HTS inh	S100A4 MyoIIA	E-sel inducer	esBAF inh	RAD54 branch	XiGFP reactiv	ERp5 inh
O=C(CN1CCOCC1)NCC[C@H]1CC[C@H](NS(=O)(=O)c2ccc(F)cc2)[C@@H](CO)O1	2	0	2	-1.1	-1	-2	-0.3	-4
CCOC(=O)c1c(C)nn(-c2ccc(NC(=O)/C=C/C(=O)O)cc2)c1C	-12	.	-5	.	.	10	0.0	5

Screening data: PubChem BioAssay, Broad Institute
